Assay outcomes: PubChem, National Center for Advancing Translational Sciences (NCATS)
pAkt inh: blocks phosphorylation of Akt; Neuro2A IGF-stimulated pAkt S473 HTRF, 20 min; active compounds read low; activity change, % for hits at 50 µM; hit rate 0.32% among 360,000; AID 651550; in the data active means activity change below about -80%; inconclusive means mostly about -51% to -80%; further: on the % scale 0 is the no-effect control and ±100 the full control effect
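Single-point screen (50 µM final compound) in Neuro2A cells stimulated 20 min with 6 nM IGF at 37 deg C. After lysis, Ser473-phosphorylated Akt read by HTRF (ex 330 nm, em 615/665 nm) as the 665/615 ratio.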
GLP-1R inv ag: GLP-1 receptor (human) inverse agonism; P43220; HEK293 GLP-1R CRE-luciferase, luminescence, 24 h; GLP-1R form is constitutively active; Potency, µM (top dose mostly 38.3 µM), for inactives: top-dose activity change, negative = inhibition, most hits filed as inhibitors; hit rate 1.6% among 410,000; further: potency means the concentration at half of the fitted maximal effect; on the % scale 0 is the no-effect control and ±100 the full control effect; nearly all actives have a fitted effect of over 55% in size
Target sequence (P43220 whole entry, looked up): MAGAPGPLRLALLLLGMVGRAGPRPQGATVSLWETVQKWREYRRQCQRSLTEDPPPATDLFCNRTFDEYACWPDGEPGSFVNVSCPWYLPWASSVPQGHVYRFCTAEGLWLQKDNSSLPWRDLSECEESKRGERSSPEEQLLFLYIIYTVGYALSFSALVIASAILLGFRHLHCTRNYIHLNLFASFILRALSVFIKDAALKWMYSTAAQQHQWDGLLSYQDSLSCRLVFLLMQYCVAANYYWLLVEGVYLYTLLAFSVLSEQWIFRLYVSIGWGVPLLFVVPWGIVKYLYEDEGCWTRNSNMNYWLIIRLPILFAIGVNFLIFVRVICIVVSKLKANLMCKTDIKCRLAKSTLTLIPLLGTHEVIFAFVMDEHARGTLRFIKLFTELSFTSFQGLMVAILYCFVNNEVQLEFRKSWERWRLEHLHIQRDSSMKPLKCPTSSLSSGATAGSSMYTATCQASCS
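Inverse agonists were sought by their lowering of basal cAMP reporter luciferase output in HEK293 cells stably carrying constitutively active human GLP-1R, after 24 h compound treatment.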
FUS suppressor: FUS proteinopathy suppression in yeast; hit rate 0.24% among 390,000; Potency, µM (series often up to 76.6 µM), for the others: at the highest dose growth rescue (activation), usual class: activators; AID 1347120; S. cerevisiae FUS-expressing, growth rescue, OD600, 24 h;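 further: potency means the concentration at half of the fitted maximal effect; plate controls were DMSO vehicle for no effect and reference control for full effect; nearly all actives have a fitted effect of over 55% in size; some results filed as inactive show a strong effect at the top dose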
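Yeast FUS proteinopathy model; galactose-induced FUS (2%), starting OD 0.005. Cpds in dilution series, 24hr, 30C, 99% humidity. Abs 600 nm growth. Pos ctrl CP55940 (top 92uM final); neg ctrl DMSO.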
aSyn yeast inh: alpha-synuclein toxicity inhibition in yeast. Yeast expressing alpha-synuclein, growth rescue, BacTiter-Glo, 24 h. Potency, µM (top dose mostly 46.1 µM), for inactives: top-dose growth rescue (activation), most hits filed as activators. hit rate 0.14% among 370,000; further: potency means the concentration at half of the fitted maximal effect; % of control where 0% means no effect; nearly all actives have a fitted effect of over 65% in size
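Readout is rescue of growth in alpha-synuclein-expressing yeast, so inhibitors of toxicity appear as activators. Growth after 24 hr at 30 deg C in galactose medium is quantified by luminescence.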
Abeta yeast res: compounds reversing amyloid beta toxicity in yeast | hit rate 0.063% among 410,000 | yeast expressing A-beta42, growth rescue, OD600, 48 h; response scale: 0% DMSO, 100% iron-clioquinol control | Potency, µM (highest dose often 46.1 µM), for the others: at the top dose growth rescue, most hits filed as activators | AID 1347071; further: potency means the concentration at half of the fitted maximal effect; nearly all actives have a fitted effect of over 55% in size
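Yeast A-beta toxicity model in growth medium with pinned compounds, 48 h at 30 C; growth read as absorbance at 600 nm. Normalized to FeCl3/clioquinol equimolar mix (positive) and DMSO (negative).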
TDP43 rescue: rescues yeast growth from TDP-43 toxicity. TDP-43 expressing yeast growth rescue, BacTiter-Glo, 24 h. Potency, µM (series often up to 46.1 µM), inactives show at the top dose growth rescue (activation), actives largely listed as activators. hit rate 1.8% among 410,000; further: potency means the concentration at half of the fitted maximal effect; % of control where 0% means no effect; nearly all actives have a fitted effect of over 50% in size
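Growth rescue of TDP-43-toxic yeast measured as ATP luminescence (BacTiter-Glo). Cells grown to mid-log in raffinose, induced in galactose at OD600=0.02, exposed to compound 24 hr at 30 deg C.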
MmCpn inh: inhibitors of Methanococcus maripaludis chaperonin (MmCpn). hit rate 0.031% among 330,000. Potency, µM (series often up to 76.9 µM), inactives show top-dose activity, negative = inhibition, hits mostly inhibitors. purified Mm-Cpn ATPase, ADP Transcreener TR-FRET; further: potency means the concentration at half of the fitted maximal effect; on the % scale 0 is the no-effect control and ±100 the full control effect; nearly all actives have a fitted effect of over 80% in size
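TR-FRET (320 nm excitation; 590 and 665 nm emission) reports ADP made from 10 uM ATP by 25 nM enzyme; compounds were preincubated 10 min, reaction run 30 min, both at 37°C.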
GLP1R cytotox: cytotoxicity in counter-screen for GLP-1R inverse agonists | hit rate 0.13% among 410,000 | Potency, µM (highest dose often 38.3 µM), without a hit: top-dose activity change, negative = inhibition, hits mostly inhibitors | HEK293 cAMP-luciferase reporter cells, luminescence, 24 h;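 further: loss of luciferase light is scored as toxicity; potency means the concentration at half of the fitted maximal effect; on the % scale 0 is the no-effect control and ±100 the full control effect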
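MLSMR compounds, 24 hr on cells at 37 deg C/5% CO2; luminescence after luciferase reagent (12 min RT). Inhibition counted as the undesired cytotoxic outcome.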
PTHR1 ag: activates the human parathyroid hormone receptor PTHR1. Q03431. HEK293 GP2 PTHR1 cells, GloSensor cAMP luminescence, 1 h. Potency, µM (top dose mostly 115 µM), inactives show at the highest dose activation, most hits filed as activators. hit rate 0.075% among 410,000; further: potency means the concentration at half of the fitted maximal effect; nearly all actives have a fitted effect of over 55% in size; some results filed as inactive show a strong effect at the top dose; inactives centre near -15; many of its hits are not listed in these tables
Target sequence (Q03431 whole entry, looked up): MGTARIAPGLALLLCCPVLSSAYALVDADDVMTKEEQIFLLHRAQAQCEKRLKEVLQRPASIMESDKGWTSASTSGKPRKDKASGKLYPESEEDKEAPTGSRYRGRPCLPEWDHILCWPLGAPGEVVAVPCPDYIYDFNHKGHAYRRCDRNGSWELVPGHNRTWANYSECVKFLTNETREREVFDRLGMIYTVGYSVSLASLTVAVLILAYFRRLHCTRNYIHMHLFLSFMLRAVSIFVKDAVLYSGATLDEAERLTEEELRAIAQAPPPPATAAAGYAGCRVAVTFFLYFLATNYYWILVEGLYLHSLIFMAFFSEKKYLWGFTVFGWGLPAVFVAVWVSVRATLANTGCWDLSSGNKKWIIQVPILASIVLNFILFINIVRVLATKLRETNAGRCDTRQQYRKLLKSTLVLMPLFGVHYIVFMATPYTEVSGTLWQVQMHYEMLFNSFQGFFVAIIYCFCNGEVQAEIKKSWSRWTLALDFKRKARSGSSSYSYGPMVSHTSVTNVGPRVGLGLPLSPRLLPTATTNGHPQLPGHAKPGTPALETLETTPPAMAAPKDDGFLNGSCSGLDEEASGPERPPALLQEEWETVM
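HEK-293-derived GP2 cells expressing PTHR1 and a GloSensor cAMP reporter, 3,000/well, plated overnight, given luciferin plus IBMX (each 0.5 mM as added) for 1 h at 37 °C, then compound for 1 h at 37 °C. Luminescence was read after 15 min at room temperature.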
Starred values were filed as active, the others as inactive; i = inactive; ? = inconclusive; . = no result given; & = joins results of further samples; [ ] = dose if it differs, or a comment. Unless noted, the call rests on the fitted dose curve; in most records, active means well fitted curve in the direction sought with a large enough effect; inconclusive means small, poorly fitted or top-dose-only effect, or another doubt; inactive means no such curve, though single readings can be large; an effect the other way counts as inactive or inconclusive. Only part of the results is shown; count on the stated rates, not on these rows.

Values run as follows: pAkt inh | GLP-1R inv ag | FUS suppressor | aSyn yeast inh | Abeta yeast res | TDP43 rescue | MmCpn inh | GLP1R cytotox | PTHR1 ag
C[C@@H](N)Cc1cnc[nH]1
  i | 5% | -30% | 6%&0% | 2% | 20% | . | -1% | -3%
CC(C)(C)OC(=O)NCc1ccc(CNC(=O)c2[nH]cnc2C(=O)Nc2ccccc2F)cc1
  i | 15% | 9% | 2% | -1% | ? | . | 25% | -94%[inhibitor]
O=c1c2ccccc2nc(Cc2ccccc2)n1-c1ccc(O)cc1
  i | ? | 17% | 6% | 9% | -15% | 1% | -8% | -38%[inhibitor]
O=C(O)C1C2c3ccccc3C(=O)C1(C(=O)O)c1ccccc12 (stereo unspecified)
  i | 5% | . | 0% | 0% | 8% | . | 0% | -18%
CCN(CCNc1ccc([N+](=O)[O-])c2cccnc12)S(=O)(=O)c1ccc(Cl)cc1
  i | 0% | 9% | 8% | 22% | 13% | 1% | -18% | i
Cc1c(C(=O)Nc2ccc(-c3nnc4n3CCCCC4)cc2)oc2c1ccc1ccccc12
  i | ? | ? | 6% | -9% | ? | -10% | ? | i
COc1cccc(-c2nc3c(C#N)c[nH]n3c2NC2CCCCC2)c1OC
  . | 8% | 19% | . | -4% | 19%[9.22 µM] | . | ? | i
CCC(=NCCCN(C)C)c1c(O)n(-c2ccc(OC)cc2)c(=O)[nH]c1=O
  i | 0% | 4% | -5% | 6% | 10% | -2% | 7% | i
Oc1ccc(Cl)cc1Sc1cc(Cl)ccc1O
  i | 10µM* | 0% | -36%[inhibitor] | -93%[inhibitor] | -92%[inhibitor] | . | -11% | -24%
O=c1[nH]c(=O)n(CCC2=CCCCC2)c(O)c1C=Nc1cccc(F)c1
  i | 6% | 26% | -3% | -5% | 0% | 0% | -15% | 0%[57.5 µM]
Nc1nnc(CCN2CCCCC2)s1
  i | -11% | 16% | 1% | 8% | 7% | 0% | -9% | -8%[57.5 µM]
CC1CCN(CC(=O)c2cccc(C(F)(F)F)c2)CC1
  i | ? | 21% | 0% | 7% | -1% | 1% | -18% | -5%
COC(=O)C1=C(c2cccc(C#N)c2)C[C@@H]2CC[C@H]1N2C(=O)NCCOc1ccccc1
  i | -10% | 9% | -1% | 6% | 13% | 1% | 3% | -1%
C[C@]12CCC3C(CC[C@H]4C[C@@H](O)CC[C@]34C)C1[C@H]1CN=N[C@H]1[C@@H]2O (stereo partly specified)
  i | 99%[activator] | 12% | 12% | -3% | -10% | 0% | 16% | -5%
O=[N+]([O-])c1cccc(CCl)c1
  i | 10% | -34% | -1% | -22% | 16% | 2% | -5% | i
Cc1cc(N2CCOCC2)ccc1/C=C1\C(=O)NC(=O)N(c2ccccc2)C1=O
  i | 9% | 7% | 1% | -21% | -5% | 1% | 2% | -15%
Nc1ncc(P(=S)(N2CCOCC2)N2CCOCC2)s1
  i | 3% | 0% | 2% | -24% | -8% | 1% | -10% | -11%
Clc1ccc(CSc2nnc(-c3ccccn3)n2Cc2ccco2)cc1Cl
  i | ? | ? | ? | -22% | ? | . | -8% | -57%[inhibitor]
COC(=O)C1=C(c2ccc(OC)c(OC)c2)C[C@@H]2CC[C@H]1N2C(=O)NC(C)C
  i | 17% | -17% | 1% | 11% | 6% | 1% | -4% | -23%
COc1cc2c(cc1OC)C13CCN4CC5=CCOC6CC(=O)N2C1C6C5CC43 (stereo unspecified) (tested in a mixture with another compound)
  i | 5% | -31% | 0% | -14% | 9% | 1% | 0% | -14%
COc1cccc(C(c2nnnn2C(C)(C)C)N2CCC3(CC2)C(=O)NCN3c2ccccc2)c1OC (stereo unspecified)
  i | -3% | 19% | 3% | 1% | 0% | . | -1% | -11%
C[n+]1c2cc(N)ccc2cc2ccc(N)cc21
  i | ? | -45%&-8% | 8%&12% | -27%&-39% | 0%&-60% | . | 445%[activator] | -30%&-14%
CN1CCN(S(=O)(=O)c2ccc(Cl)nc2)CC1
  i | 15% | 2% | -1% | 12% | 18% | -1% | 0% | i
Cn1c(O)c(/C=C/C=Nc2ccccc2)c(=O)n(C)c1=S
  i | 10% | . | -12% | -19% | -1% | -1% | ? | i
Cc1ccc2c(c1)C1CN(C)CCC1N2C(=O)c1ccc(Br)o1 (stereo unspecified)
  i | -20% | -10% | 0% | -16% | -6% | 2% | -5% | i
CN1C[C@@H]2C[C@@H](c3cccn3-c3ccccn3)N3CCC[C@@]23C1=O
  i | -24% | -16% | 0% | 2% | -16% | 0% | -5% | i
COC(=O)C1=C(c2cccc(OCc3ccccc3)c2)C[C@@H]2CC[C@H]1N2C(=O)NCc1ccccc1
  i | -7% | ? | -15% | 10% | ? | 0% | ? | -4%
COC(=O)C1=C(c2c(C)noc2C)C[C@@H]2CC[C@H]1N2C(=O)N1CCc2cc(OC)c(OC)cc2C1
  i | 99%[activator] | 26% | 2% | 7% | 11% | 0% | 11% | i
CCNC(=O)NC(=O)C(C)OC(=O)c1c(C)nn(Cc2ccccc2)c1Cl (stereo unspecified)
  i | -19% | 11% | -2% | 5% | -12% | 1% | -3% | i
CCCCn1c(O)c(C(CC)=NCc2cc(OC)cc(OC)c2)c(=O)[nH]c1=O
  i | 10% | 34% | -9% | 1% | -13% | -21% | -10% | -24%[57.5 µM]

The listing continues.
Values run as follows: pAkt inh | GLP-1R inv ag | FUS suppressor | aSyn yeast inh | Abeta yeast res | TDP43 rescue | MmCpn inh | GLP1R cytotox | PTHR1 ag
O=C1C2CCCN2C(c2cccnc2)N1c1cccc(Cl)c1 (stereo unspecified)
  i | -10% | -22% | -5% | -14% | -26% | 1% | -1% | 11%
O=C(O)C1(Br)CC12c1ccccc1-c1ccccc12 (stereo unspecified)
  i | -11% | . | -1% | -5% | 13µM* | . | -19% | -44%
CC(C)C[C@H](NC(=O)c1[nH]cnc1C(=O)Nc1ccccc1)C(=O)OC(C)(C)C
  i | ? | 40% | ? | ? | -9% | 2% | ? | -35%
O=C(CCCN1CCC2(CC1)C(=O)NCN2c1ccccc1)c1ccc(F)cc1
  i | ? | -13% | 0%&2% | -2% | 0% | 1%[15.4 µM] | -1% | i
CSCCC(c1nnnn1-c1c(C)cccc1C)N1CCC2(CC1)C(=O)NCN2c1ccccc1 (stereo unspecified)
  i | ? | 10% | 1% | -13% | 22% | . | ? | -18%
C=CCN1C(=O)NC(=O)/C(=C/c2ccc(OC)c(COc3ccc(NC(C)=O)cc3)c2)C1=O
  i | -23% | 17% | 3% | -2% | -16% | 0% | -28% | i
Fc1ccc(CCNCc2ccccc2Cl)cc1
  i | -12% | -7% | 5% | 10% | -14% | -1% | -10% | i
Cn1c(O)c(C=Nc2ccc3c(c2)CCC3)c(=O)n(C)c1=O
  i | 18% | -10% | -1% | -3% | -14% | 0% | -2% | -13%[57.5 µM]
N[C@@H](Cc1ccccc1)C(=O)N1C[C@H]2C[C@@H](C1)c1cccc(=O)n1C2
  i | 14% | -12% | -1% | -6% | 3% | 2% | -4% | i
COc1ccc(-n2c(=O)[nH]c3ccccc3c2=O)cc1
  i | -17% | 18% | -5% | -5% | 0% | -2% | -11% | 3%[57.5 µM]
S=P(N1CCCCCC1)(N1CC1)N1CC1
  i | -27% | 3% | 3% | 3% | 16% | . | 15% | i
CN(C)C(=O)Oc1ccc(OC(=O)N(C)C)cc1
  i | 5% | 8% | 1% | -3% | -4% | -3% | 2% | i
CCOC(=O)C(NC(=O)CCl)(Nc1ccc(C(O)(C(=O)OCC)C(F)(F)F)cc1)C(F)(F)F (stereo unspecified)
  i | 2% | . | 0% | 0% | 0% | 2% | 3% | i
CCCCn1c(C)c(C(=O)O)c2cc(OC)c3ccccc3c21
  i | -20% | 12% | 0% | 3% | 13% | -1% | 0% | i
CCOC(=O)c1c(C)n(Cc2ccccc2)c2ccc(OCC(O)Cn3nc(C)nc3C)cc12 (stereo unspecified)
  i | 7% | ? | 10% | 1% | 8% | 0% | -10% | -8%
O=C(c1cc2c(s1)CCCC2)N1CCC2(CC1)OCCO2
  i | -2% | 24% | -8% | 10% | 1% | 1% | -14% | -21%[57.5 µM]
CN(c1ccccc1)c1ccc([N+](=O)[O-])c2nonc12
  i | 101%[activator] | 2% | -2% | -25% | ? | -1% | ? | -14%
COc1cccc(CN2CCCC(C(=O)c3ccccc3SC)C2)c1O (stereo unspecified)
  i | ? | -20% | 3% | 0% | 11% | 4% | -18% | i
CCOC(=O)[C@]12Cc3cc(Cl)ccc3[C@H]1N(C1CCCCC1)C(=O)c1ccccc12
  i | 4.5µM* | 41% | -64%[inhibitor] | -91%[inhibitor] | -88%[inhibitor] | . | ? | -95%
CCOCCc1c(O)[nH]c(=S)[nH]c1=O
  i | -9% | 17% | -1% | -4% | 0% | -2% | 1% | -18%

Grouped by structure, the entries above with a furan ring, fused or not.
Values run as follows: pAkt inh | GLP-1R inv ag | FUS suppressor | aSyn yeast inh | Abeta yeast res | TDP43 rescue | MmCpn inh | GLP1R cytotox | PTHR1 ag
Cc1c(C(=O)Nc2ccc(-c3nnc4n3CCCCC4)cc2)oc2c1ccc1ccccc12
  i | ? | ? | 6% | -9% | ? | -10% | ? | i
Clc1ccc(CSc2nnc(-c3ccccn3)n2Cc2ccco2)cc1Cl
  i | ? | ? | ? | -22% | ? | . | -8% | -57%[inhibitor]
Cc1ccc2c(c1)C1CN(C)CCC1N2C(=O)c1ccc(Br)o1 (stereo unspecified)
  i | -20% | -10% | 0% | -16% | -6% | 2% | -5% | i
